DUSP3 inh: inhibitors of human VHR1 phosphatase (DUSP3); P51452; recombinant VHR phosphatase, colorimetric substrate read-out; inhibition, % at 20 µM; 50,000 tested, 0.7% active; in the data active means inhibition above about 60%; further: some results filed as inactive read as strong as hits
Target sequence (P51452 whole entry, looked up): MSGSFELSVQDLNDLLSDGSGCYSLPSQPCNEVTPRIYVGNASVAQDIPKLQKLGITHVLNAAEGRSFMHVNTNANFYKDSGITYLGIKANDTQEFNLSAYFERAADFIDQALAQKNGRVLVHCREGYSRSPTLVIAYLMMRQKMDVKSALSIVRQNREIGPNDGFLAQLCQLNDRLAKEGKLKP
Starred values were filed as active, the others as inactive. The list is partial; the hit share may differ from the screen's.

SMILES | DUSP3 inh
CCOc1ccc2cc(S(=O)(=O)N3CCCCC3)ccc2c1 | -3.3
COc1ccc(N2C(=O)NC(=O)/C(=C/c3cccc(OC)c3O)C2=O)cc1 | 77.4
C(=N\N=C(\Cc1nc2ccccc2[nH]1)c1ccccc1)/c1cccs1 | -11.0
N#C/C(=C(/O)CN1C(=O)c2ccccc2C1=O)c1nc2ccccc2[nH]1 | -4.9
CCOC(=O)/C(C#N)=C\c1ccc(F)cc1 | -5.3
O=C(O)c1ccc2c(c1)C(=O)N(c1cccc(C(F)(F)F)c1)C2=O | -6.8
O=C(c1ccccc1Cl)N1CCN(c2ccccn2)CC1 | 2.2
O=C(Nc1ccc(/C=C/c2ccccc2)cc1)c1ccccc1[N+](=O)[O-] | -9.8
Cc1ccc(N2C(=O)C(Cl)=C(NCCO)C2=O)c(C)c1 | -7.8
CCC1(C(=O)OCC(=O)c2ccc(Br)cc2)CCCCC1 | -13.2
Cc1cc(C)nc(SCc2ccccc2Cl)n1 | 4.5
CCOC(=O)CNS(=O)(=O)c1ccc(F)cc1 | -28.1
COc1ccccc1C(=O)N1CCN(C(=O)CC(C)C)CC1 | -5.6
CCc1c(O)nc2n(c1=O)CCCS2 | 13.4
CC1=NN(c2ccc(S(N)(=O)=O)cc2)C(=O)/C1=C\c1ccc(-c2ccc(S(N)(=O)=O)cc2)o1 | 19.9
CCN1CN=C2SC(CO)(CO)C(=O)N2C1 | 1.5
O=C(Oc1ccc(S(=O)(=O)c2ccc(OC(=O)c3ccncc3)cc2)cc1)c1ccncc1 | -7.8
O=S(=O)(c1cccs1)N1CCN(Cc2ccc3c(c2)OCO3)CC1 | -15.0
COc1ccc(CNCc2ccc(Cl)cc2)cc1OC | 6.0
Cc1ccc(N2C(=O)C3C4C=CC(O4)C3C2=O)c(C)c1 (centres undefined) | 5.0
O=S(=O)(NCCCO)c1ccc2c(c1)Cc1cc(S(=O)(=O)NCCCO)ccc1-2 | -12.6
Cc1ccc(OCC(=O)Nc2ccccc2Cl)c(C)c1 | -11.3
CC(C)C(=O)N1c2ccccc2NC2=C(C(=O)CC(c3ccccc3)C2)C1c1ccco1 (centres undefined) | -2.1
Cc1ccc(N2C(=O)CC(N3CCC(C(N)=O)CC3)C2=O)c(Br)c1 (centres undefined) | 0.3
CCN(CC)C(=O)c1sc(NC(=O)c2ccc(C(C)(C)C)cc2)c(C(=O)OC)c1C | -20.8
Cc1cc(C(=O)Nc2ccc(S(=O)(=O)Nc3nccs3)cc2)ccc1[N+](=O)[O-] | -14.1
CC(=O)CCc1oc2ccc(NC(C)=O)cc2c1-c1ccc(C)o1 | -1.8
O=C1NC(=O)/C(=C\c2ccc(O)cc2)S1 | -14.2
O=C(c1cccs1)N1CCN(c2cc(N3CCCCC3)c(F)cc2[N+](=O)[O-])CC1 | -38.5
O=C1CC(=O)N2N=C(c3ccccc3)SC2=N1 | -24.8
COc1ccc(/C=N\NC(=O)c2ccc([N+](=O)[O-])cc2)cc1Cl | -22.0
COCCN1C(=O)/C(=C\c2ccc(-c3ccc(Br)cc3)o2)SC1=S | 17.0
CCN(CC)C(=O)c1ccccc1-c1ccccc1C(=O)O | 17.0
c1coc(CNc2ncnc3c2oc2ccccc23)c1 | -7.4
Cn1c(-c2ccc(-c3nc4cnccc4n3C)cc2)nc2cnccc21 | 71.0*
COc1cc(/C=c2\sc3nc4ccccc4n3c2=O)ccc1OCCOc1ccccc1 | -4.9
CCN(CC)c1ccc(/C=C2\C(=O)NC(=O)N(c3cccc(C)c3)C2=O)c(OC)c1 | -3.3
FC(F)(F)c1cc(/C=C/c2ccccc2)n[nH]1 | -14.0
O=C1c2ccccc2C(=O)C12OC(c1ccc(Br)cc1)C1(C(=O)c3ccccc3C1=O)C2c1ccc(F)cc1 (centres undefined) | -40.0
O=C(c1ccc(Cl)c(Cl)c1)N1CCN(c2ccccc2)CC1 | -9.4
Cc1cc(C(=O)Nc2cccc3ccccc23)c(C)o1 | -14.4
Cc1ccc(-c2noc(COc3ccccc3C)n2)cc1 | 0.1
O=C(COc1ccc(Br)cc1)Nc1ccc([N+](=O)[O-])cc1 | -15.4
COc1ccc(OC)c(NC(=O)C(=O)NNS(=O)(=O)c2ccccc2)c1 | -5.0
O=C(NCCCNc1ccc([N+](=O)[O-])cc1)c1ccccc1F | 2.8
O=C1N=c2ccccc2=C1c1c(O)n(-c2ccc(Cl)c(Cl)c2)[nH]c1=O | -22.0
NC(=O)c1ccc(CN2CCC(Cc3ccccc3)CC2)cc1 | 8.7
Cc1ccccc1NCN1C(=O)S/C(=C/C=C/c2ccccc2)C1=O | -13.7
COc1ccc2oc(C)c(C(C)=O)c2c1 | -23.1
CN1CCc2c(sc3nc(SCC(=O)c4ccccc4)nc(N)c23)C1 | -13.1
O=C(Cn1cnc2ccccc21)N=Nc1c(O)[nH]c2ccccc12 | 14.0
Cc1ccc(N2C(=O)C(Cl)=C(Nc3ccccc3F)C2=O)c(C)c1 | -18.8
O=C(COc1ccccc1Cl)N1CCN(c2ccc([N+](=O)[O-])cc2)CC1 | -2.9
O=C(Nc1ccc(-c2nc3ccccc3s2)c(O)c1)c1ccc2c(c1)OCCO2 | 24.5
O=C(/C=C/c1ccco1)c1cccs1 | 2.2
C/C(=N\N=C1\NC(=O)C(CC(=O)Nc2ccc(Cl)c(Cl)c2)S1)c1ccco1 (centres undefined) | -4.3
COc1cc(/C=C2\SC(=O)NC2=O)cc(OC)c1 | -12.6
COc1cccc(-c2ncnn2-c2ccc(C)c(Cl)c2)c1OC | 5.1
CC1=C(C(=O)OCCOc2ccccc2)Sc2ccccc2N1 | 2.1
CCc1c(C)sc(NC(=O)c2cccs2)c1C(=O)OC | -0.1

(further entries)
SMILES | DUSP3 inh
CC(=O)OC(c1c(F)c(F)c(F)c(F)c1F)c1c(F)c(F)c(F)c(F)c1F | -1.2
CCN(CC)C(=O)c1sc(NC(=O)/C=C/c2cccs2)c(C(=O)OC(C)C)c1C | -12.3
CCOc1cccc(/C=N\N2CCN(c3ccccc3OC)CC2)c1O | 0.7
O=C(/C=C/c1ccco1)Nc1ccc(N2CCOCC2)cc1 | -7.7
Cc1ccc(CN2CCN(N=Cc3cccc(Br)c3)CC2)c(C)c1 | -4.1
CC(=O)c1sc(Nc2ccc(Br)cc2)nc1C | -4.8
CCC1CCCCN1CCCCOc1cccc(Cl)c1 (centres undefined) | 4.5
COc1ccc(-c2nc3cc(NC(=O)c4cccc([N+](=O)[O-])c4C)ccc3o2)cc1Br | -6.7
CCCN(CCC)CCSc1nc(O)c(C(C)C)c(=O)[nH]1 | -3.0
COC(=O)C1=C(C)N(c2ccc(C)cc2)C(=O)/C1=C\c1cccc(OC)c1O | -13.9
COc1cc(/C=C2\C(=O)N(c3cccc(Cl)c3)N=C2C)cc(Cl)c1O | 8.6
COc1ccc(Cl)cc1NC(=O)C1=C(C)NC(=S)NC1c1cccc(Cl)c1 (centres undefined) | 2.5
CCOc1cccc2c1N(C(=O)c1ccc(C)cc1)C(C)(C)C(=S)C2=C1SC(C(=O)OC)=C(C(=O)OC)S1 | -5.2
Cc1coc2cc3oc(=O)cc(C)c3cc12 | 5.5
O=C(N=Nc1c(O)n(CN2CCCCC2)c2ccc(Br)cc12)c1cccnc1 | -3.5
CC(=O)c1c(OC(=O)c2ccc(Cl)cc2[N+](=O)[O-])ccc2c(C)cc(=O)oc12 | -10.6
Cc1[nH]n(-c2ccccc2)c(=O)c1N=Nc1ccccc1Br | -9.3
O=C(Nc1ccc(-c2cnc(-c3ccc(NC(=O)c4ccco4)cc3)nc2)cc1)c1ccco1 | -2.4
COc1ccc(C(=O)Nc2cccc3nsnc23)cc1 | -10.5
O=C(NCCOc1ccccc1Cl)c1cc(F)c(F)cc1Cl | 0.0
CCCCc1nc(N)c(C#N)c(-c2ccco2)c1CCC | 2.0
C=C/C(=C\C=C(/C)F)NC(=O)/C(C#N)=C\c1cc(Cl)cc(Cl)c1Cl | 1.0
CCOc1ccc(C=C2C(=O)NC(=O)NC2=O)cc1Cl | -25.0
O=C1c2cc(S(=O)(=O)Nc3ccc(F)cc3)ccc2-c2ccc(S(=O)(=O)Nc3ccc(F)cc3)cc21 | -3.6
CCOc1ccc(NC(=O)C(NS(=O)(=O)c2ccc(C)cc2)C(C)C)cc1 (centres undefined) | -5.5
c1cc2c(cc1-c1nnc(-c3ccc4c(c3)OCO4)o1)OCO2 | -21.3
CCOC(=O)C(C#N)C1(c2ccc(OC)cc2)CCOC(C)(CC)C1 (centres undefined) | 1.4
N#Cc1c2n(c3c(=O)n(CC(=O)c4ccccc4)cnc13)CCCCC2 | -4.4
Cc1ccc(N2CC(C(=O)N/N=C/c3c(F)cccc3Cl)CC2=O)cc1 (centres undefined) | 14.5
CC(=O)Nc1cc(C(F)(F)F)cc(C(F)(F)F)c1 | -10.6
COc1cc(C2/C(=C(/O)c3ccccc3)C(=O)C(=O)N2c2cccc(C(F)(F)F)c2)ccc1O (centres undefined) | -0.8
Cc1cc(C)cc(OCC(=O)NNC(=O)c2c(C)cc(C)cc2C)c1 | -42.5
CCOc1ccc(Oc2cc(NC(=O)c3ccco3)cc([N+](=O)[O-])c2)cc1 | -29.1
COC(=O)C1=C(C)N(c2ccc(C)cc2)/C(=C\c2ccc(OCC(N)=O)cc2)C1=O | -14.6
COc1ccc(-c2nc3cc(N)ccc3o2)cc1OC | -1.1
CCCn1c(=N)n(CC(O)c2ccc(C)cc2)c2ccccc21 (centres undefined) | 3.7
COc1cccc(C=C2C(=O)NC(=S)NC2=O)c1 | 23.0
O=C1CCCC2=C1C(c1ccco1)Nc1ccccc1N2 (centres undefined) | 6.5
Cn1c2ccccc2c2nnc(SCc3ccccc3Cl)nc21 | -21.6
COc1ccc(C(=O)CSc2nc(N)cc(=O)[nH]2)cc1 | 13.1
Oc1ccccc1C(O)(c1ccccc1)c1ccccc1 | 28.3
NC(=O)c1ccccc1N=Cc1ccco1 | 8.7
COc1cc(/C=C2\C(=O)N(c3ccc(S(N)(=O)=O)cc3)N=C2C)cc(Cl)c1OCc1ccccc1 | 16.8
COC(=O)c1c(NC(=O)c2cccc(F)c2)sc2c1CCC(C)C2 (centres undefined) | 1.5
Cc1ccccc1-c1nnc(NC(=O)Nc2ccccc2)s1 | 1.6
CCOc1ccc2nc(NC(=O)C(c3ccccc3)c3ccccc3)sc2c1 | 11.7
CCOc1ccc(/C=C2/SC(=S)N(c3ccccc3OC)C2=O)cc1 | -24.2
COc1ccc(NC(=O)c2ccc(CN3CCOCC3)cc2)cc1OC | -22.9

19 entries from above, reformatted.
SMILES	DUSP3 inh
CCOc1ccc2cc(S(=O)(=O)N3CCCCC3)ccc2c1	-3.3
COc1ccc(N2C(=O)NC(=O)/C(=C/c3cccc(OC)c3O)C2=O)cc1	77.4
C(=N\N=C(\Cc1nc2ccccc2[nH]1)c1ccccc1)/c1cccs1	-11.0
N#C/C(=C(/O)CN1C(=O)c2ccccc2C1=O)c1nc2ccccc2[nH]1	-4.9
CCOC(=O)/C(C#N)=C\c1ccc(F)cc1	-5.3
O=C(O)c1ccc2c(c1)C(=O)N(c1cccc(C(F)(F)F)c1)C2=O	-6.8
O=C(c1ccccc1Cl)N1CCN(c2ccccn2)CC1	2.2
O=C(Nc1ccc(/C=C/c2ccccc2)cc1)c1ccccc1[N+](=O)[O-]	-9.8
Cc1ccc(N2C(=O)C(Cl)=C(NCCO)C2=O)c(C)c1	-7.8
CCC1(C(=O)OCC(=O)c2ccc(Br)cc2)CCCCC1	-13.2
Cc1cc(C)nc(SCc2ccccc2Cl)n1	4.5
CCOC(=O)CNS(=O)(=O)c1ccc(F)cc1	-28.1
COc1ccccc1C(=O)N1CCN(C(=O)CC(C)C)CC1	-5.6
CCc1c(O)nc2n(c1=O)CCCS2	13.4
CC1=NN(c2ccc(S(N)(=O)=O)cc2)C(=O)/C1=C\c1ccc(-c2ccc(S(N)(=O)=O)cc2)o1	19.9
CCN1CN=C2SC(CO)(CO)C(=O)N2C1	1.5
O=C(Oc1ccc(S(=O)(=O)c2ccc(OC(=O)c3ccncc3)cc2)cc1)c1ccncc1	-7.8
O=S(=O)(c1cccs1)N1CCN(Cc2ccc3c(c2)OCO3)CC1	-15.0
COc1ccc(CNCc2ccc(Cl)cc2)cc1OC	6.0

New compounds follow.
SMILES | DUSP3 inh
O=C(Nc1ccc(OC(F)(F)F)cc1)c1cc2ccccc2o1 | 4.2
COc1cc(/C=C2\C(=O)N(c3ccc(S(N)(=O)=O)cc3)N=C2C)ccc1OCc1ccccc1 | -7.3
Cc1ccc(Cl)cc1NC(=O)c1cnccn1 | -7.0
CCC(=NCc1ccco1)c1c(C(F)(F)F)[nH]n(-c2nc3ccccc3s2)c1=O | -5.0
O=[N+]([O-])c1ccc(C2Nc3ccc(I)cc3C3C=CCC32)cc1 (centres undefined) | 15.8
CSc1nc2ccc(NC(=O)CSc3nc4ccc([N+](=O)[O-])cc4s3)cc2s1 | -11.8
COc1ccc(S(=O)(=O)N2CCN(Cc3cccnc3)CC2)cc1 | 8.8
O=S(=O)(c1ccc(Cl)cc1)N1CCN(C/C=C/c2ccccc2)CC1 | -8.6
CCOC(=O)c1ccc2c(c1)C1C=CCC1C(c1cccc([N+](=O)[O-])c1)N2 (centres undefined) | -9.8
Cc1cccc(C(C)C)c1NC(=O)c1cccc(Br)c1 | -5.9
O=C(NCc1cccnc1)C(=O)Nc1ccccc1Cl | 3.5
Cc1ccc(/C=C(/C#N)C(=O)Nc2cccc(Br)c2)o1 | -3.8
O=C(Nc1cccc(Cl)c1Cl)C(c1ccccc1)c1ccccc1 | 1.3
O=C(NCc1ccc2c(c1)OCO2)c1ccccc1F | 21.1
CC(=C\c1ccccc1)/C=C1/SC(=S)N(c2cccc(F)c2)C1=O | -5.9
Cc1ccc(C(=O)N(C)C2CCCCC2)cc1[N+](=O)[O-] | -11.6
COc1ccc(N2Cc3ccc(C(=O)N/N=C\c4ccc(Br)cc4)cc3C2)cc1 | -14.7
O=C(NCc1ccccc1)c1nn2c(C(F)(F)F)cc(-c3cccs3)nc2c1Cl | 0.4
O=C1NC(=O)N(c2cccc(F)c2)C(=O)/C1=C/c1ccc(OCc2cccc(C(=O)O)c2)cc1 | -8.1
C=CCOc1ccc(/C=C2\C(=O)NC(=O)N(c3cc(C)cc(C)c3)C2=O)cc1 | 12.1
COc1c(Br)cc(Br)cc1/C=N\NC(=O)COc1ccc(C)cc1 | -9.6
